Assay outcomes as filed in PubChem.
Smad3 FoxH1 inh = blocks human Smad3 binding to FoxH1 peptide | P84022 | TR-FRET Smad3/Dy647-FoxH1 peptide binding, europium anti-His | inhibition, % at 25 µM | actives 0.29% (n = 88,000) | AID 630;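 active means compounds that reduce the energy-transfer binding signal between the protein and its labelled peptide by more than half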;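 further: 0% = Smad3 plus labelled peptide maximal FRET and 100% = peptide-only background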
Target sequence (P84022 whole entry, looked up): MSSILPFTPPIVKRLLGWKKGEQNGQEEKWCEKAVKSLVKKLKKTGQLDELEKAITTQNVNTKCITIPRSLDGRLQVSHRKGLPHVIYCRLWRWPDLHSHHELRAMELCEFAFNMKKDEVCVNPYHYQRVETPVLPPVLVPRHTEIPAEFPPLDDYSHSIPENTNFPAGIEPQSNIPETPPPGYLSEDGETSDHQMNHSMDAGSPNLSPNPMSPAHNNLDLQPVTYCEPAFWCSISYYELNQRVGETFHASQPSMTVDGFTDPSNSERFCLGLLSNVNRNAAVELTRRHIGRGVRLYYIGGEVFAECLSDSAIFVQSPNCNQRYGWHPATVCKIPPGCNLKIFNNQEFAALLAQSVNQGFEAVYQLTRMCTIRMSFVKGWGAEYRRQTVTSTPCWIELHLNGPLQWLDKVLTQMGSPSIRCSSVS
sEH inh = blocks human soluble epoxide hydrolase activity; P34913; actives 0.34% (n = 91,000); inhibition, % at 2 µM; recombinant human sEH enzymatic activity assay; in the data active means inhibition above about 80%; further: values of inactives mirror those of a sister screen read the other way; many of its hits are not listed in these tables
Mac1 fbg inh = CD11b/CD18-fibrinogen binding inhibition. P05107+P11215. K562 CD11b/CD18 adhesion to fibrinogen, ATPlite luminescence; Mn2+ added to activate the integrin. inhibition, % at 10 µM. actives 0.54% (n = 93,000);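 active means primary inhibition of 50% or more at 10 µM, then 40% or more on retest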; further: some results filed as inactive read as strong as hits
ERb coact inh = blocks coactivator binding to human estrogen receptor beta. actives 1.3% (n = 86,000). TR-FRET ER-beta LBD / SRC1-Cy5 peptide binding; receptor agonist-loaded with 1 µM estradiol. inhibition, % at 25.6 µM. Q92731. AID 633;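 active means compounds whose percent inhibition of the receptor-coactivator binding signal exceeds about 50% in the single-dose screen, limit read from the data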;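 further: 0% = receptor plus peptide wells without compound and 100% = peptide-only wells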
Candida biofilm = kills Candida albicans biofilms; inhibition, % at 6 µM; actives 0.14% (n = 85,000); C. albicans biofilm + clotrimazole, Alamar Blue; AID 834;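 active means inhibition above 20%; inactive means inhibition below 20%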;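 further: preformed 24 hr biofilms exposed to compound for 48 hr; 0% = biofilm without compound and 100% = blank killed by clotrimazole plus chlorhexidine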
sEH act = activators of human soluble epoxide hydrolase; purified human sEH enzymatic activity, activator screen; activation, % at 2 µM; actives 0.04% (n = 91,000); in the data active means activation above about 37%; further: values of inactives mirror those of a sister screen read the other way
Mac1 fbg enh = increases human CD11b/CD18 adhesion to fibrinogen | activation, % at 10 µM | actives 0.07% (n = 93,000) | K562 CD11b/CD18 adhesion to fibrinogen, ATPlite luminescence | P05107+P11215 | AID 1499;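 active means 10 µM primary screen giving 50% or more activity, confirmed by 40% or more on retest at that dose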; further: strong numbers were not always called active; reference of the scale not given here
ERa SRC1 pot = enhances coactivator binding to human estrogen receptor alpha; coactivator binding (% of control), % at 25.6 µM; TR-FRET ERalpha-LBD/SRC-Cy5 coactivator binding, 2 h; 100 = basal binding, no effect; actives 1.3% (n = 86,000); P03372; in the data active means activity above about 200%;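 further: binding measured in presence of low estradiol as agonist stimulus; 0% = peptide alone without receptor and 100% = receptor with peptide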
Target sequence (P03372 whole entry, looked up, the tested form may be a part): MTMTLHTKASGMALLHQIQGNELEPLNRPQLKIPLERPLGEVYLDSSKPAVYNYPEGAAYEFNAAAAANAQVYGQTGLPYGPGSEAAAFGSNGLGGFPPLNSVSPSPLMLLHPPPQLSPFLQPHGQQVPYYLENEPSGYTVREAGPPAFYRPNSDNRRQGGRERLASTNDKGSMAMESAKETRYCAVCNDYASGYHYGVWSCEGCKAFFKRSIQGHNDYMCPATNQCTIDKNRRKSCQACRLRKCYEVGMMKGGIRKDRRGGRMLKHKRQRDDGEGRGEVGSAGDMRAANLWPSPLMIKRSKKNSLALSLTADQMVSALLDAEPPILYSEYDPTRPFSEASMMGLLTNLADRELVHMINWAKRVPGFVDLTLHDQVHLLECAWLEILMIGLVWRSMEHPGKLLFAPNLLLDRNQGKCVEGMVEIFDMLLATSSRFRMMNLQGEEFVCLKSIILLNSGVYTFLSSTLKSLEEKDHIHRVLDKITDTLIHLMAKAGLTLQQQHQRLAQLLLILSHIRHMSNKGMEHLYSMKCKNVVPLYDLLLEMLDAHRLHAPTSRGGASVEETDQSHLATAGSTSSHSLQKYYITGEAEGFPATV
MT1-MMP txn act = MT1-MMP promoter transcription activation; AID 750; HT1080 MT1-MMP promoter luciferase reporter, luminescence, overnight; active compounds read high; activation factor at 10 µM; actives 0.16% (n = 86,000);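 active means activation factor of at least 2 for MT1-MMP transcription at 10 µM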
Numbers without * were called inactive; nt = no result given; [ ] = another dose, or the depositor's remark.

Compound	Smad3 FoxH1 inh	sEH inh	Mac1 fbg inh	ERb coact inh	Candida biofilm	sEH act	Mac1 fbg enh	ERa SRC1 pot	MT1-MMP txn act
CC(C)C(C(=O)Nc1ccc2c(c1)OCO2)N1C(=O)c2ccccc2C1=O (stereo unspecified)	4[fluorescence artefact?]	2	30	18	5	-1	-6	125[fluorescence artefact?]	1.1
Cc1ccc(NC(=O)C2C3/C=C\CCCCC32)cc1C (stereo unspecified)	nt	68	-7	nt	nt	-68	0	nt	nt
O=C1/C(=C\c2cccnc2)CCc2ccccc21	nt	-2	1	nt	nt	2	-5	nt	nt
CCOC(=O)CCC(=O)N1CCOCCOCCN(C(=O)CCC(=O)OCC)CCOCCOCC1	9	-3	-1	4[fluorescence artefact?]	6	5	-3	98	1
COc1cccc(NC(=O)c2cc(C(=O)Nc3cccc(OC)c3)n(C)n2)c1	-5	-9	-26	6[fluorescence artefact?]	8	13	5	97	1.3
CCCC1(c2ccccc2)NC(=O)N(CC(=O)Nc2sc(-c3ccccc3)cc2C(=O)OCC)C1=O (stereo unspecified)	9[fluorescence artefact?]	12	-8	0	2	-10	-3	155	1.2
COCC(C)n1c(C)cc(C(=O)CSc2ccc(NC(C)=O)cc2)c1C (stereo unspecified)	-8	-18	13	8[fluorescence artefact?]	-1	16	-5	68[fluorescence artefact?]	1
CC(Oc1ccc(C(=O)NCCc2ccccc2)cc1)C(=O)O (stereo unspecified)	-6	-6	6	-3	6	5	0	103[fluorescence artefact?]	1.3
Cc1ccc(CN2CCN(c3ncccn3)CC2)o1	-7	10	-8	-2[fluorescence artefact?]	nt	-12	-2	117	1.1
c1ccc(-n2nnnc2NCCCN2CCOCC2)cc1	0	-4	7	5[fluorescence artefact?]	3	7	-2	114	1.1
Cc1sc(NC(=O)CSc2nnc(-c3ccccc3)o2)c(C#N)c1C	3	-8	-4	-3	-3	7	-1	136	0.9
COc1ccc(-n2c(=O)[nH]cc(C(=O)Nc3ccccc3)c2=O)cc1	10	1	4	-1	2	-4	3	105	nt
Cc1cc(C(F)(F)F)nn1CC(=O)N(C)C1CCCCC1	-11	4	nt	-4	7	-4	nt	107	1.2
COc1cccc2cc(/C(C)=N/Nc3nc(-c4cc(C)ccc4C)cs3)c(=O)oc12	nt	10	-5	nt	nt	-9	80	nt	nt
CCOC(=O)Cc1c(C)nc2c(-c3ccccc3OC)c(C)nn2c1C	7	14	nt	-20	2	-12	nt	102	1.1
CC(C)C(=O)c1cn(CC(=O)NCC2CCCO2)c2ccccc12 (stereo unspecified)	2	-1	-14	-3	-7	0	0	112[fluorescence artefact?]	1.2
Cc1cc(C)cc(OCC(=O)NCc2nc(-c3ccccc3)no2)c1	-5	-4	-11	-4	10	3	-6	101[fluorescence artefact?]	1.1
CSc1cccc(NC(=O)CN(c2ccccc2)S(=O)(=O)N(C)C)c1	-1	6	nt	37	-4	-3	nt	61[fluorescence artefact?]	1.1
COC(=O)c1ccc(NC(=O)c2ccccc2NS(=O)(=O)c2ccccc2)cc1	nt	-12	102*	nt	nt	14	-15	nt	nt
COc1ccc(N2CCN(Cc3nc(N)nc(N4CCCc5ccccc54)n3)CC2)cc1	5	2	-5	-7	7	0	-2	135	1.2
CN(C)C(=O)Cn1c(SCC(=O)NC2CCCCC2)nc2ccccc21	-6	-11	nt	4	0	8	nt	96	1.1
CCn1cc(C(=O)NCc2ccc3c(c2)OCO3)c(=O)c2cc(S(=O)(=O)N3CCOCC3)ccc21	-8	22	7	6	nt	-20	0	111[fluorescence artefact?]	1.3
Cc1cccc(Cn2cc(/C=C/[N+](=O)[O-])c3ccccc32)c1	nt	-2	-14	nt	nt	2	-4	nt	nt
CCOP(=O)(O)c1ccccc1OCCOCCOc1ccccc1P(=O)(O)OCC	0	-1	-4	-1[fluorescence artefact?]	-2	-4	-1	125	1
Cc1cn(S(=O)(=O)c2ccc(Br)cc2)cn1	-1	14	2	-3	-1	-17	-4	107	1.2
O=C(NCC1CCCO1)c1cccc(-n2cnnn2)c1 (stereo unspecified)	-2	7	-15	6[fluorescence artefact?]	-6	-8	1	128	1
Cc1ccc(C(=O)OCc2ccc3c(c2)OCO3)cc1S(=O)(=O)N1CCCCC1	-8	0	33	-2	-2	2	4	90	1
Cc1ccc(C)c(N2CCN(c3ncnc4c3cnn4-c3ccccc3)CC2)c1	-4	-12	3	3[fluorescence artefact?]	-3	14	0	80[fluorescence artefact?]	1.5
O=C(CCCCCn1c(=O)[nH]c2ccccc2c1=O)NCCc1c[nH]c2ccccc12	-15	42	-1	6[fluorescence artefact?]	4	-40	4	90[fluorescence artefact?]	1.1
Cc1cc(OCCN2CCCCC2)nc2ccccc12	-1	-2	1	4	3	1	-3	88	1.3
O=C(CCCn1c(=S)[nH]c2cc3c(cc2c1=O)OCO3)NC1CC1	2	-30	nt	2	3	30	nt	84[fluorescence artefact?]	1.2
CC1CCC(NC(=O)C2CCN(c3cnccn3)CC2)CC1 (stereo unspecified)	10	70	0	-10	6	-70	-3	123	1
Cc1cc(C)n2nc(SCC(=O)N(C)c3ccccc3)nc2n1	16	4	nt	-7	-2	-2	nt	109[fluorescence artefact?]	1.2
CN(CC(=O)N1CCc2ccccc21)S(=O)(=O)c1ccc(Br)s1	-1	7	6	2	2	-6	0	114	nt
COc1cccc(Oc2coc3c(CN4CCOCC4)c(O)ccc3c2=O)c1	14	8	-6	-6	9	-5	1	99	1
OC(C#CCN1CCOCC1)(c1ccccc1)C1CC1 (stereo unspecified)	4	-16	-2	0	nt	14	1	132	1.1
CCN1CCN(CCCNC(=O)C2c3ccccc3C(=O)N(C)C2c2ccc(OC)cc2)CC1 (stereo unspecified)	-6	-5	-3	1	7	4	-4	96	1.1
C=CCn1c(=O)/c(=C\c2ccsc2)s/c1=C(/C#N)C(=O)NCCN1CCOCC1	1[fluorescence artefact?]	-3	3	2	9	3	4	115[fluorescence artefact?]	1
Cc1ccc(N)cc1-n1c(C)ccc1C	-2	nt	-16	11[fluorescence artefact?]	3	nt	8	94[fluorescence artefact?]	1.2
N#C/C(=C\C1CC=CCC1)c1nc2ccccc2[nH]1 (stereo unspecified)	nt	16	12	nt	nt	-16	-7	nt	1.1
COc1ccc(C2CCN(Cc3cccnc3)CC2O)cc1 (stereo unspecified)	4	2	0	-3	6	-4	-2	110[fluorescence artefact?]	1.1
CCOC(=O)CS(=O)(=O)c1ccc(C(F)(F)F)cn1	nt	0	-5	nt	nt	2	-2	nt	nt
COc1ccccc1N1CCN(C(=O)C2CCN(S(=O)(=O)c3ccccc3)CC2)CC1	-11	nt	-7	-3	3	nt	-5	125	1.1
O=C(CN1C(=O)NC(Cc2ccccc2)C1=O)Nc1ccc(F)cc1 (stereo unspecified)	5	nt	3	-9	10	nt	1	103	1.2
CC1C(c2ccccc2)=[N+]([O-])C2(CCCCC2)N1O (stereo unspecified)	0	12	0	-6	3	-12	1	96	1.1
CC(C)c1nnc(NC(=O)CC(=O)Nc2ccccc2C(=O)O)s1	-13	nt	27	11	11	nt	3	92	0.6
COc1cc2c(cc1OC)C(C(=O)NCc1ccco1)C(c1cccs1)N(C)C2=O (stereo unspecified)	-2	3	8	-9	2	-3	-3	118	1.2
O=C(COC(=O)Cc1ccc(S(=O)(=O)N2CCOCC2)s1)Nc1ccc2c(c1)OCO2	nt	3	-2	nt	nt	0	-4	nt	nt
COc1cc(C=O)c(Br)cc1OCc1ccc(C)cc1	nt	-6	-4	nt	nt	8	-3	nt	nt
COC(=O)CC(=O)CSc1nc(C)cc(C)c1C#N	-2	0	-7	-7	9	-1	-5	112	1.1
CCS(=O)(=O)N1CCC(C(=O)N2CCN(c3ccccc3)CC2)CC1	2	nt	-5	-1[fluorescence artefact?]	5	nt	2	103[fluorescence artefact?]	1
CC1CCc2nn(CC(=O)Nc3c(F)cc(F)cc3Br)cc2C1 (stereo unspecified)	4	-5	-2	-9	12	10	3	126	1.1
COC(=O)c1ccccc1NC(=O)/C=C/c1cc(OC)c(OC)c(OC)c1	5	-3	1	0	3	4	2	122	1.2
Cc1ccc(-n2nnnc2SCc2nnc(-c3ccccc3Br)o2)cc1	7	nt	9	31	4	nt	-2	95	1.3
O=C(NCc1ccco1)c1ccc(Cn2c(=O)c3sccc3n(Cc3ccc(F)cc3)c2=O)cc1	-1	16	-4	18	7	-17	16	117	nt
CC(C)COc1nc2ccccc2c(=O)n1OCC(=O)O	nt	-5	-36	nt	nt	5	-4	nt	nt
CCCCCC(=O)Nc1c(-c2ccc(OC)cc2)c(=O)c2ccccc2n1C	0	-8	-9	-11	-1	4	-2	90	1.1
Cc1ccc(C(=O)CN(C(=O)c2ccc(Cl)cc2)N2C(=O)c3ccccc3C2=O)cc1	nt	12	-14	nt	nt	-12	-1	nt	nt
CC(=O)N1c2c(cc(Br)cc2S(=O)(=O)NCC2COc3ccccc3O2)CC1C (stereo unspecified)	-14	-12	nt	0[fluorescence artefact?]	11	13	nt	96	1.1
CCCN1C(=O)c2cc(C(=O)NCCc3cccc(C)c3)ccc2C1O (stereo unspecified)	10	67	1	-4[fluorescence artefact?]	5	-67	0	128	1.1

(further entries)
Compound	Smad3 FoxH1 inh	sEH inh	Mac1 fbg inh	ERb coact inh	Candida biofilm	sEH act	Mac1 fbg enh	ERa SRC1 pot	MT1-MMP txn act
C/C(Cl)=C/Cn1c(SCC(C)C)nc2c1c(=O)[nH]c(=O)n2C	5	nt	0	-7	0	nt	-6	109	1.1
Cc1ccccc1C(=O)N1CCN(c2ncnc3c2cnn3-c2ccccc2)CC1	-6	1	2	-3	5	2	-2	112	1.3
CCOC(=O)CCNC(C(=O)OCC)c1ccccc1 (stereo unspecified)	-1	-4	3	-13	1	0	-2	102	1
COC(=O)c1ccc(N2CCCCC2)c(NS(=O)(=O)c2ccc(C)cc2)c1	3	2	9	3[fluorescence artefact?]	1	-2	0	106	1.3
CCOc1ccc2c(c1)C(C)=CC(C)(C)N2C(=O)Nc1ccccc1	5	-2	-23	-27	5	0	1	104	1.2
COCCn1c(C)cc(C2=NNC(=Nc3ccc(Cl)cc3Cl)SC2)c1C	6	6	14	-15	-3	-3	82*	85	1.1
Cc1cc(=O)c2n(Cc3ccc(Cl)cc3)nc[n+]2[nH]1	6	nt	-15	-3	4	nt	7	110	0.9
CC(=O)Nc1ccc(NC(=O)CSc2nnc(C3CC3)n2C)cc1	-3	-10	6	-10	5	9	0	125	1
CCN(CC)CCOC(=O)CCc1cccc2ccccc12	6	0	nt	-11	-1	-1	nt	90	1.2
C=CCN1CC(c2nc3ccccc3n2Cc2ccccc2)CC1=O (stereo unspecified)	-14	nt	-14	11	3	nt	-1	126	1.1
O=c1c2ccccc2nc2n1C(CSCc1ccc(Cl)cc1)CS2 (stereo unspecified)	nt	-12	47	nt	nt	10	1	nt	nt
Cc1ccc(CN2C(=O)CCC2C(=O)NCc2ccc(F)cc2)cc1 (stereo unspecified)	26[fluorescence artefact?]	-9	-1	-12	4	9	-2	109	1.1
O=C(CSc1nnc(-c2cccs2)n1Cc1ccccc1)N1CCc2ccccc2C1	-7	0	13	-10	6	4	-4	81[fluorescence artefact?]	1.2
Clc1ccccc1Oc1cnc2ccccc2n1	nt	-8	-10	nt	nt	9	6	nt	nt
O=C(COC(=O)c1cccnc1)c1ccc(Cl)c(Cl)c1	-3	-12	nt	-15	9	15	nt	98	1.1

These rows are one share of the data; count on the stated rates, not on these rows.
